Screening results from PubChem BioAssay.
SMARCA2 activ – activators of SMARCA2 function. MG213 cells, MMTV-luciferase reporter, dexamethasone, overnight. activation, % at 9.1 µM. hit rate 1% among 370,000. AID 652017; in the data active means activation above about 7.8%;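 further: 0% = vehicle wells and 100% = reference activator wells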
hgDAF-12 ag – agonists of H. glycines DAF-12 nuclear receptor; HEK293 GAL4-hgDAF12 UAS-luciferase reporter, agonist luminescence; normalized to butyrate control; activation, % at 6.8 µM; hit rate 1.8% among 370,000;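 active means activation above a cutoff set at the mean of all screened compounds plus 3 SD, cut at about 10% in these data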;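 further: 0% = DMSO wells and 100% = sodium butyrate wells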
GC-A act – GC-A (human) enzyme activation; P16066; HEK293 GC-A cells, cGMP TR-FRET, EC30 ANP; 0% at EC30 ANP, 100% saturating ANP; activation, % at 10 µM; hit rate 0.14% among 370,000; AID 1671463; in the data active means activation above about 40%
ADAM10 inh – inhibitors of human ADAM10. O14672. hit rate 0.62% among 370,000. inhibition, % at 7 µM. recombinant ADAM10, EDANS/DABCYL FRET peptide cleavage, 3 h. AID 720582;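 active means inhibition above a per-campaign cutoff equal to the mean of compounds falling between control-based bounds plus 3 SD, cut at about 20% in these data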;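 further: 0% = DMSO wells while the 100% control is not disclosed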
DAX1 inh-1 – NR0B1 (DAX1) inhibition. HEK293 Gal4-DAX1 luciferase reporter, luminescence. inhibition, % at 6.75 µM. AID 504766. P51843. hit rate 0.99% among 340,000;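 active means inhibition above the mean over all tested compounds plus 3 SD, cut at about 4.2% in these data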;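 further: 0% = DAX1-transfected cells with DMSO and 100% = empty-vector control cells with DMSO; inhibition shows as a rise in luminescence from relieved DAX1 repression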
Target sequence (P51843 207-470 limits assumed): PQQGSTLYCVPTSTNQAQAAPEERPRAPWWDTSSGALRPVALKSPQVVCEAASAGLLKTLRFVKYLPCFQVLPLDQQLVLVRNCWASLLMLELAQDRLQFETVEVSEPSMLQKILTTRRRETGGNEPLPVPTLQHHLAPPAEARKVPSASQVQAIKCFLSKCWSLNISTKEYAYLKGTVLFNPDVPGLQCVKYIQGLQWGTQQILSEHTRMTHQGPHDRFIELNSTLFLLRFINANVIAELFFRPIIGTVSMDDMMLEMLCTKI
ssDAF-12 act – S. stercoralis DAF-12 activation, primary screen; HEK293 ssDAF-12/GRIP1 lit1-tk-luc reporter, luminescence; % of 3 µM dafachronic acid response; AID 652126; hit rate 1% among 370,000; activation, % at 6.8 µM;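 active means activation above the mean over all tested compounds plus 3 SD, cut at about 0.9% in these data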;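 further: 0% = DMSO-only wells and 100% = 3 µM delta7-dafachronic acid wells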
PG9 binder – small molecules binding HIV-1 gp120 antibody PG9; AID 624416; hit rate 0.43% among 360,000; inhibition, % at 6.7 µM; TR-FRET gp120-PG9 antibody binding; in the data active means inhibition above about 8.5%
hcDAF12 agonist – activates DAF-12 receptor from parasite H. contortus; HEK293 hcDAF-12 lit1-tk-luc reporter, luminescence; 0% DMSO, 100% Δ7-dafachronic acid; activation, % at 6.8 µM; hit rate 1.4% among 370,000;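 active means activation above the mean of all tested compounds plus 3 SD, cut at about 5.5% in these data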;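 further: 100% = response to 3 µM Δ7-dafachronic acid high control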
FXN GAA850 act – activators of GAA850 frataxin (FXN) promoter. HEK293 lucGAA850 FXN promoter luciferase reporter, 24 h; percent of 10 µM SAHA response. activation, % at 6 µM. hit rate 0.56% among 360,000. AID 540364;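 active means activation above the average of all compounds screened plus 3 SD, cutoff fixed separately per campaign, cut at about 7.5% in these data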;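 further: 0% = DMSO wells and 100% = 10 µM SAHA wells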
ADAM17 inh – inhibits human ADAM17. P78536. recombinant ADAM17, EDANS/DABCYL FRET peptide cleavage. inhibition, % at 6.95 µM. hit rate 0.83% among 370,000. AID 720648;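 active means inhibition above the mean of compounds lying between control limits plus 3 SD, set per campaign, cut at about 8.5% in these data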;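 further: 0% = DMSO-only wells as the low control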
Target sequence (P78536 215-824 limits assumed): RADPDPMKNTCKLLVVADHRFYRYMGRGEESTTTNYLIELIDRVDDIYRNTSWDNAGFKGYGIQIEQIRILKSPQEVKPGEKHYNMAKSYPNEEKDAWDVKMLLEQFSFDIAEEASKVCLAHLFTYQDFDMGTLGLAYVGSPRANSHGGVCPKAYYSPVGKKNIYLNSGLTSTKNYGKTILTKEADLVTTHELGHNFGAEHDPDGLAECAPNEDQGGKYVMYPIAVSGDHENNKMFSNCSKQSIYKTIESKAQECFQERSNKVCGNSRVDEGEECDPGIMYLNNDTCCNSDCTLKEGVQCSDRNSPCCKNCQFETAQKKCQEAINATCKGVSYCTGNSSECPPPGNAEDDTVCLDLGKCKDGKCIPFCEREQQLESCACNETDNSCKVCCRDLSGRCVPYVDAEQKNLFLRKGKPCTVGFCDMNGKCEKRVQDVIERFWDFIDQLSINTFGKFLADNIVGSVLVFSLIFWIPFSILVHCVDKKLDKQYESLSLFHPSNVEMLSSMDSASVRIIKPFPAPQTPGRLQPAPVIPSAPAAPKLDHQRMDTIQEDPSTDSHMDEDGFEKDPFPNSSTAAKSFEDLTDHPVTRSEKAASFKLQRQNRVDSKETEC
DAX1 inh-2 – DAX1 (NR0B1) inhibition, primary screen | HEK293T StAR-luciferase reporter, SF-1/DAX-1 repression relief | inhibition, % at 6.8 µM | AID 652010 | hit rate 1.1% among 370,000;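 active means inhibition above the mean over all tested compounds plus 3 SD, cut at about 3.6% in these data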;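 further: 0% = DAX-1 cells with DMSO and 100% = cells lacking DAX-1 with DMSO; higher inhibition means more luminescence from relief of DAX-1 repression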
Numbers without * were called inactive; nt = not tested or not shown.

SMILES | SMARCA2 activ | hgDAF-12 ag | GC-A act | ADAM10 inh | DAX1 inh-1 | ssDAF-12 act | PG9 binder | hcDAF12 agonist | FXN GAA850 act | ADAM17 inh | DAX1 inh-2
CC(C)COC(=O)N1CCCCC1c1cc(C(=O)N2CCOCC2)no1 (centres undefined) | -3 | -3.8 | 2 | -10 | nt | -1.7 | 1.7 | -1.9 | -0.1 | 0 | -0.1
Cc1cccc(NS(=O)(=O)c2ccc(NC(=O)CN(c3cc([N+](=O)[O-])ccc3C)S(C)(=O)=O)cc2)c1 | 0 | -4.2 | -4 | 36* | -3.1 | -1.8 | -1.9 | -3.9 | 0.1 | 14* | -3.8
CC(=O)c1cnn(-c2cc(Oc3cccc(C)c3)ncn2)c1C | 0 | -0.7 | -1 | 8 | 0.7 | -0.6 | -0.5 | -1.2 | 0.0 | -2 | 0.1
Cc1ccccc1OCc1nc2ccccc2c(=O)n1/N=C/c1cn[nH]c1-c1ccccc1 | 3 | 6.8 | -4 | -5 | -2.3 | -1.2 | 0.1 | 3.2 | -1.5 | 3 | 0.1
O=C(c1ccc2c(=O)n(C3CCCC3)c(=S)[nH]c2c1)N1CCc2ccccc21 | 1 | 0.6 | -8 | 2 | 0.6 | 0.9 | -4.1 | 2.3 | -3.7 | -1 | 0.1
CC(=O)N1CCCN(C(=O)CCn2nnc3ccccc32)CC1 | -2 | 0.5 | 2 | -8 | nt | -1.0 | nt | -1.2 | nt | 0 | 0.4
CC(C)c1[nH]nc2c1C(c1ccc(OC(=O)c3ccco3)cc1)C(C#N)=C(N)O2 (centres undefined) | -1 | 2.6 | -2 | 7 | -1.2 | -1.7 | -0.5 | -0.1 | -1.9 | -3 | 0.2
C=CC[C@H](CC(=O)NCCO)C(=O)N[C@@H](COC(=O)[C@@H](CC=C)Cc1ccc(F)cc1)Cc1ccccc1 | -1 | -2.5 | 1 | 0 | 0.1 | -1.2 | 0.4 | -2.0 | 1.6 | 2 | -0.5
O=C(Nc1ccc2c(c1)oc1ccccc12)c1cccnc1 | 4 | 8.7 | -2 | 0 | 1.8 | -1.3 | -1.8 | 0.4 | 0.7 | 0 | -0.1
O=C(c1ccc(C(F)(F)F)cc1)C1CCCN(C(=O)Cn2cnnn2)C1 (centres undefined) | -2 | 2.6 | 3 | -5 | 0.8 | -1.5 | -1.8 | 2.6 | -1.1 | -1 | 0.6
COC(=O)c1ccccc1S(=O)(=O)N(CCCN1CCOCC1)Cc1cccs1 | 3 | 0.6 | -6 | 0 | -0.3 | -1.2 | 0.0 | -1.9 | -1.1 | -2 | 0.1
C=CCOc1ccc(/C=C/C(=O)OCC(=O)NCCc2ccccc2)cc1 | -4 | -1.5 | 1 | -3 | 2.1 | -1.0 | 1.5 | -0.2 | 0.4 | 2 | 1.2
COc1cccc2c(=S)c(CCC(C)=O)c(C)[nH]c12 | -3 | 0.1 | 4 | -362 | 0.5 | -0.8 | -1.6 | -2.2 | 3.6 | -119 | 0.0
Cc1cc(C)cc(OCCCC(=O)O)c1 | 1 | -0.3 | 2 | 1 | 2.3 | -1.2 | -1.0 | -2.6 | 0.7 | -1 | -0.3
O=c1c2ccccc2oc2cc(-c3ccc(CN4CCOCC4)cc3)ccc12 | 5 | 6.5 | 1 | -10 | 0.4 | -0.7 | -0.3 | -0.6 | 2.4 | -5 | 0.8
CCOC1=C2[C@@H](CN(S(=O)(=O)c3ccc(C)cc3)[C@H]2c2cccc3ccccc23)[C@H]2C(=O)N(C3CCCCC3)C(=O)[C@H]2C1 | 10* | 0.0 | 1 | 5 | nt | -1.2 | 1.7 | -1.2 | nt | 4 | 2.7
CC(C)C(=O)Nc1ccc(C=C2C=Cc3ccccc32)cc1 | 5 | 17* | 5 | 6 | nt | 0.9* | -0.9 | 3.1 | 2.8 | 5 | 5.5*
CCc1cc(CNC(=O)c2ccc(OC3CCN(C(C)=O)CC3)c(OC)c2)on1 | -2 | 0.3 | -1 | -16 | -0.1 | -0.3 | -1.2 | -1.3 | 1.3 | -3 | -0.7
Cc1sc2nc(COC(=O)c3ccc(O)cc3)[nH]c(=O)c2c1C | -2 | -0.6 | -2 | 7 | 0.0 | -2.0 | -0.2 | -0.4 | -3.2 | 0 | -0.3
CCn1cc(Br)c(C(=O)Nc2ccc(F)c(Cl)c2)n1 | -2 | 10 | -4 | -2 | 1.6 | 1.7* | 3.9 | 3.4 | 2.0 | -2 | 0.3
CSc1ccc(/C=N/NC(=O)CNc2cccc3ccccc23)cc1 | 0 | 3.4 | -3 | -252 | 0.6 | -1.0 | -2.7 | 3.3 | 0.6 | -71 | -0.8
COc1ccc2nc(SCC(N)=O)[nH]c2c1 | -1 | 0.4 | 2 | -6 | 0.8 | -1.3 | 1.1 | -1.2 | -2.1 | -5 | -0.2
COc1cc(Cl)ccc1OCc1cc(C(=O)N2CCN(C)C(=O)[C@@H]2C)no1 | 0 | 14* | 1 | -17 | 3.2 | -0.4 | -0.4 | 5.8* | 2.3 | -4 | 2.6
Cc1cccc(OCC(=O)NCCCNC(=O)c2cccnc2)c1 | -2 | -2.3 | -3 | -6 | -0.5 | -1.6 | 0.5 | -2.5 | 1.2 | 0 | -0.1
COc1ccc(-n2c(COc3ccc4c(c3)OCO4)nnc2SCC(=O)O)cc1 | -1 | 2.4 | 4 | 1 | 1.3 | -0.8 | -0.1 | -1.4 | 1.3 | 2 | 0.3
CC(C)(C)c1ccc(S(=O)(=O)NC(Cc2ccccc2)C(=O)O)cc1 (centres undefined) | -1 | -0.7 | 2 | 4 | 1.7 | -1.3 | 0.3 | -1.2 | 0.1 | -2 | 0.6
COC(=O)c1cc(Cl)c(NC(=O)/C=C/c2ccc(OC)c(OC)c2)cc1OC | -6 | -3.3 | 5 | -131 | -2.0 | -2.3 | 0.5 | -2.7 | -3.4 | -47 | -1.9
CCN(c1ccccc1)S(=O)(=O)c1c[nH]c2ccc([N+](=O)[O-])cc12 | 0 | -2.1 | -7 | 6 | -0.2 | -1.0 | 1.1 | -1.4 | -1.1 | 9.3* | -0.2
Cc1[nH]c2ccccc2c1C(c1ccncc1)N1CCN(c2ccccn2)CC1 (centres undefined) | 0 | -1.2 | -15 | -4 | -0.8 | -1.8 | 1.6 | 0.6 | 2.1 | -5 | 0.5
Cc1cc(OCC(=O)N[C@@H](Cc2c[nH]c3ccccc23)C(=O)O)c2c(C)c(C)c(=O)oc2c1 | -2 | -3.8 | 1 | -46 | -0.5 | -0.7 | 0.7 | -0.1 | -2.5 | -13 | 1.3
O=C1S/C(=C\c2ccccn2)C(=O)N1Cc1ccccc1F | -2 | 0.4 | 2 | 4 | 0.2 | -1.0 | 0.4 | 0.5 | 0.0 | -1 | 0.3
NC(c1csc(Nc2ccc(C(=O)NCCO)cc2)n1)C1CCCCC1 (centres undefined) | -1 | -1.1 | 0 | -26 | nt | -0.9 | 1.4 | -0.9 | 1.2 | -11 | 0.7
CCOc1c2ccccc2nn1CCO | -1 | 0.2 | 1 | -4 | 0.3 | -1.1 | 1.9 | 0.0 | -0.1 | -6 | -0.3
COc1ccc(-c2nc(O)c3cnccn23)cc1 | -1 | 1.2 | -5 | -23 | -0.6 | -1.4 | -13 | -1.9 | 1.1 | -7 | -0.8
CCCNC(=O)c1sc2c(c1C(=O)Nc1ccccn1)CCCC2 | -4 | 1.1 | -5 | -17 | -0.5 | -1.6 | -1.5 | -1.6 | 0.2 | -11 | -1.2
CC(=O)Nc1cc2c(cc1Cl)-c1ccc(F)cc1C2O (centres undefined) | -1 | 4.3 | -3 | 2 | 0.7 | 1.5* | -0.2 | 4.1 | 0.8 | 2 | 1.9
CC(C)C[C@@H](N)c1nnc(SCC(=O)c2ccc(Cl)cc2)o1 | -4 | -3.8 | -4 | -4 | -0.7 | -1.9 | 0.4 | -3.5 | -9.2 | -5 | -0.4
Cc1cc(C)n(S(=O)(=O)c2ccc3oc(=O)ccc3c2)n1 | 4 | 9.1 | 2 | -8 | -0.3 | 0.5 | -0.7 | 4.4 | 1.6 | -5 | 0.6
COc1ccc(N2C(=O)C(Cl)=C(Nc3ccccc3OC)C2=O)cc1 | -4 | -1.6 | 0 | 16 | -0.8 | -0.5 | -1.3 | 0.9 | 1.0 | 9 | -0.6
C/C(=N\Nc1nc2ccccc2[nH]1)c1cc2ccccc2o1 | 4 | 7.9 | 4 | 1 | 0.0 | 0.1 | -5.6 | 7.4* | 6.0 | 2 | 1.6
O=C(Nc1ccc(Cl)cc1)N(C1=NCCC1)c1ccc(OC(F)F)cc1 | 3 | 3.9 | 1 | 0 | 0.5 | -0.4 | -0.1 | 0.7 | 4.9 | 0 | 0.8
O=C(CN(Cc1ccccc1)C(=O)CCC(=O)Nc1nccs1)NCc1ccc(F)cc1 | 5 | -1.7 | -4 | 6 | 1.3 | -0.9 | -1.7 | -0.1 | -2.3 | -1 | 0.4
CCOc1cc(N2CCOCC2)c(OCC)cc1NC(=O)c1cccc(N(C)C)c1 | -2 | -2.5 | -2 | -9 | -0.6 | -2.1 | -1.8 | -1.3 | -1.1 | -2 | -1.7
Cc1cc(NC(=O)CSc2nnc(-c3c[nH]c4ccccc34)n2C)no1 | 0 | 1.0 | -2 | -6 | 1.7 | -1.1 | -1.9 | -1.9 | -2.6 | -1 | 2.0
Cn1c(CN2CCOCC2)nnc1SCC(=O)NC1CCCCC1 | 6 | 3.8 | -2 | -5 | 1.6 | -1.4 | -1.6 | -0.3 | -1.2 | -2 | 0.0
CC(c1ccccn1)N(CCN(C)C)C(=S)Nc1ccccc1F (centres undefined) | -1 | 0.5 | -1 | 7 | -0.8 | -0.7 | -0.2 | -0.6 | 0.3 | 3 | -0.3
Cc1cccc(C(=O)N(c2ccccn2)C(C)c2ccco2)c1 (centres undefined) | 0 | 0.9 | -3 | 3 | -0.7 | -1.5 | -0.1 | -0.1 | 2.2 | -2 | 0.4
O=C(Nc1ccc2c(c1)OCO2)Nc1ccc(Br)cn1 | 1 | 7.9 | 6 | 1 | 0.4 | -1.4 | 1.8 | 1.6 | 6.2 | -1 | 2.4
O=C1c2ccccc2C(=O)N1CCC#Cc1ccc2cc(C3(O)CCCCC3)oc(=O)c2c1 | 0 | -1.0 | 4 | -11 | -0.3 | -1.0 | -2.2 | -2.8 | 0.4 | -1 | 0.0
CCN(C[C@H]1N[C@@](CC)(C(=O)OC)[C@H]2C(=O)N(C)C(=O)[C@@H]12)C(=O)C1CCCCC1 | 2 | -1.0 | -1 | -7 | 1.8 | -0.9 | -0.5 | 1.1 | 2.2 | -4 | -0.6
Cc1c(C)c2ccc(OCC(=O)Nc3ccc(N4CCC(C)CC4)cc3)cc2oc1=O | 0 | 0.5 | -3 | -49 | -1.0 | -0.7 | -2.0 | -1.3 | -1.9 | -16 | -0.8
O=C(NC1CCCC1)C1CC(=O)N(CCc2ccccc2)C1 (centres undefined) | 0 | -2.6 | 8 | 6 | -0.8 | -1.1 | -0.1 | -1.0 | 0.9 | -7 | -0.3
